# Source: PubChem (several laboratories)
# K1F lysis inhibition – inhibition of K1F phage lysis, E. coli UTI89, bacterial capsule biogenesis inhibitors, alamar blue (AID 488966); E. coli UTI89 K1F phage lysis, alamar blue, 2 h; higher % means a stronger effect; inhibition, % at 100 µM; hits with a dose series show IC50 in µM; 340,000 tested, 0.02% active;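 active = phage lysis inhibition, versus mean bacterial control, above a set limit; inconclusive = no clear call, values can overlap the other calls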;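 also: capsule biogenesis inhibitors block K1F phage lysis so surviving cells raise fluorescence; higher fluorescence means more inhibition of phage lysis; actives were called in the ten point dose series up to 300 µM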
# KOR beta-arrestin-1 – KOR antagonists, beta-arrestin recruitment, cell-based, luminescence, uHTS (AID 1778); Kappa-type opioid receptor (Homo sapiens); KOR beta-arrestin recruitment, luminescence, antagonist mode; higher % means a stronger effect; inhibition, % at 10 µM, or IC50 in µM where a hit was titrated; 290,000 tested, 0.091% active; in the data active = inhibition above about 50%; also: strong numbers were not always called active
# GPR55 antagonists – GPR55 antagonists blocking LPI-driven arrestin recruitment, primary screen, imaging, U2OS, beta-arrestin-GFP, LPI agonist (AID 2013); U2OS GPR55 beta-arrestin-GFP translocation imaging, LPI antagonism; higher % means a stronger effect; one-dose inhibition, % at 10 µM; IC50 in µM for titrated hits; 290,000 tested, 0.13% active;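 active = spots per cell inhibited over 60%, with over 100 cells counted and total cytoplasm intensity under 500,000; inconclusive = wells with under 100 cells, flagged as likely toxic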;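 also: U2OS cells stably carrying GPR55 and arrestin-GFP stimulated by 5 µM LPI near EC80; imaged beta-arrestin-GFP aggregate spots per cell after agonist stimulation; plate controls were LPI-stimulated DMSO wells for no effect and DMSO wells without LPI for full effect; some results filed as inactive read as strong as hits; confirmed hits need IC50 under 10 µM and bright autofluorescent wells are also inconclusive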
# GPR35 arrestin U2OS – GPR35 antagonists blocking zaprinast-driven arrestin recruitment, primary screen, imaging, U2OS, beta-arrestin-GFP, zaprinast agonist (AID 2058). inhibition, % at 10 µM, or IC50 in µM where a hit was titrated. 290,000 tested, 0.052% active. U2OS GPR35 beta-arrestin-GFP translocation imaging, zaprinast antagonism; higher % means a stronger effect;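 active = inhibition of at least 50% with at least 30 cells and total cytoplasm GFP at most 10,000,000; inconclusive = under 30 cells or total GFP of 10,000,000 plus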
# NOD1 inhibition – NOD1 signaling inhibitors, primary screen, cell-based, luminescence, uHTS (AID 1578) | 290,000 tested, 1% active | NOD1-driven NF-kB luciferase reporter cells, luminescence; higher % means a stronger effect | one-dose inhibition, % at 4 µM; EC50 in µM for titrated hits; in the data active = inhibition mostly above about 36%, no sharp cut-off; inactive = mostly below about 34%;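 also: HEK-293T reporter cells stimulated with the NOD1 agonist gamma-tri-DAP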
# KOR beta-arrestin-2 – KOR agonists, beta-arrestin recruitment, primary screen, cell-based, luminescence, uHTS (AID 1777) | 280,000 tested, 0.02% active | activation, % at 10 µM, or EC50 in µM where a hit was titrated | KOR beta-arrestin recruitment, luminescence; higher % means a stronger effect | Kappa-type opioid receptor (Homo sapiens); in the data active = activation above about 50%, passing the limit was not always enough; also: a part of the inactive calls stands beside numbers as strong as those of hits
# Rac1 GTP hydrolysis – MgcRacGAP GTPase-activating activity inhibitors, confirmation, biochemical, ADP Hunter fluorescence; 340,000 tested, 0.6% active; Rac GTPase-activating protein 1 (Homo sapiens); inhibition, % at 30 µM; hits with a dose series show IC50 in µM; MgcRacGAP-stimulated Rac1 GTP hydrolysis, ADP Hunter fluorescence; higher % means a stronger effect; GST-tagged Rac1 F28L mutant substrate;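 active = first-screen hits whose inhibition reached a set limit at any dose in the follow-up dose series; inconclusive = inhibition above the set first-screen limit but never retested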;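 also: fluorescence reports GDP produced by GAP-driven GTP hydrolysis; strong numbers were not always called active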
# GPR55 beta-arrestin – GPR55 agonists via beta-arrestin recruitment, primary screen, imaging, U2OS cells, beta-arrestin-GFP redistribution (AID 1961); G-protein coupled receptor 55 (Homo sapiens); U2OS GPR55 beta-arrestin-GFP redistribution imaging; higher % means a stronger effect; one-dose activation, % at 10 µM; EC50 in µM for titrated hits; 290,000 tested, 0.048% active;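 active = activation above 40% with more than 50 cells counted in the well; inconclusive = wells holding fewer than 50 cells, flagged as toxic or sparse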;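 also: U2OS osteosarcoma cells stably expressing GPR55 and beta-arrestin-GFP; plate controls were DMSO negative control for no effect and LPI positive control for full effect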
# NTR1 agonist – agonists of NTR1, primary screen, imaging, U2OS cells, beta-arrestin-GFP, high content (AID 493036). Neurotensin receptor type 1 (Homo sapiens), P30989. NTR1-U2OS beta-arrestin-GFP spot imaging, agonist mode. activation, % at 20 µM. 330,000 tested, 0.17% active;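 active = activation at or above 40% of the spot to cytoplasm intensity ratio, with at least 20 cells analyzed; inconclusive = wells under 20 cells, flagged as cytotoxic or low count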;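 also: 0% = DMSO without peptide and 100% = 100 nM NTR1 peptide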
# Target sequence (P30989 whole entry, looked up): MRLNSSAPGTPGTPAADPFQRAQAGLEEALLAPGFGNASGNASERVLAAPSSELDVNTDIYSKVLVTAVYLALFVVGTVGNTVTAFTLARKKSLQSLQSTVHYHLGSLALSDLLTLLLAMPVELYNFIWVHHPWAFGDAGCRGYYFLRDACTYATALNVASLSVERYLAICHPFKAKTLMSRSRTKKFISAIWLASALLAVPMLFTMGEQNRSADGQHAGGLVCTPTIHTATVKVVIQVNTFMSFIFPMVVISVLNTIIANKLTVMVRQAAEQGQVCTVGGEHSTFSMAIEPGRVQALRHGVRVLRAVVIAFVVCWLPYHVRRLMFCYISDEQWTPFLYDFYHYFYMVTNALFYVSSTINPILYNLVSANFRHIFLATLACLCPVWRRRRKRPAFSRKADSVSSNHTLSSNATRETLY
# NTR1 agonist cell count 20 µM – further read-out of NTR1 agonist, marked with its call; cell count; measured here: cell count, cytotoxicity flag
# * marks the source's active call; other numbers are inactive results; ? = inconclusive; . = no result given; [ ] = another dose, or the depositor's remark.
compound,NOD1 inhibition,GPR55 antagonists,KOR beta-arrestin-1,NTR1 agonist,GPR55 beta-arrestin,KOR beta-arrestin-2,GPR35 arrestin U2OS,Rac1 GTP hydrolysis,K1F lysis inhibition,NTR1 agonist cell count 20 µM
O=C(CNC(=O)c1ccc(F)cc1)N/N=C/c1cc(Br)ccc1OCc1ccccc1,50%,12%,-14%,0.0,0.3%,-1.7%,9%,12%,0.2%,89
Cc1ccc(-n2nc3c(c2NC(=O)c2cccs2)CS(=O)(=O)C3)cc1,-58%,-5%,-60%,-0.7,-0.2%,2.8%,5%,8%,-0.2%,55
O=C(NCCN1CCOCC1)c1ccc(Cl)c(S(=O)(=O)N2CCCCCC2)c1,21%,-5%,-42%,0.3,-1.0%,32%,1%,12%,0.2%,31
CCCn1nnnc1NC(=O)c1cccs1,-6%,-6%,16%,0.7,0.0%,-2.4%,9%,6%,-0.4%,66
c1ccc(Cn2c(SCc3nc4ccccc4s3)nnc2-c2ccco2)cc1,.,12%,8%,-0.3,-0.1%,-1.0%,5%,?,-0.1%,46
Cc1ccc2nc(C)c(C(=O)NN=C3CCCCCC3)n2c1,-19%,2%,-25%[20 µM],-0.8,-0.2%,1.0%,-4%,3%,0.4%,95
CCCn1c(SCC(=O)O)nc2ccccc21,-8%,-14%,20%,0.9,-0.1%,-2.6%,0%,1%,0.9%,69
O=C(COC(=O)c1cccc([N+](=O)[O-])c1)c1ccc(OCc2ccccc2)cc1,-33%,11%,-4%,2.6,-0.2%,11%,7%,6%,-0.1%,61
Cc1nn(-c2ccccc2)c(N)c1C1(O)C(=O)Nc2ccc([N+](=O)[O-])cc21 (stereo not drawn),-3%,3%,-9%,-0.4,0.3%,1.1%,6%,12%,0.3%,59
c1ccc(Oc2cc(-n3cccn3)ncn2)cc1,-18%,-1%,-46%,2.9,-0.1%,1.9%,-4%,9%,0.9%,34
Cc1cccc(/C=C2/Sc3ccc(C(=O)N4CCOCC4)cc3NC2=O)c1,19%,-12%,-11%,1.0,-0.2%,0.7%,1%,-2%,-10%,51
O=[N+]([O-])c1cc([N+](=O)[O-])c2c(=Nc3ccccc3)n(-c3ccccc3)n(O)c2c1,28%,16%,-9%,13,0.5%,-4.6%,-15%,12%,-0.8%,45

compound,NOD1 inhibition,GPR55 antagonists,KOR beta-arrestin-1,NTR1 agonist,GPR55 beta-arrestin,KOR beta-arrestin-2,GPR35 arrestin U2OS,Rac1 GTP hydrolysis,K1F lysis inhibition,NTR1 agonist cell count 20 µM
Cc1ccc2c(CC(=O)NCc3ccco3)coc2c1C,-11%,-7%,8%,-0.9,-0.3%,-1.4%,20%,6%,4.2%[50 µM],47
CCOc1ccc(C)cc1S(=O)(=O)n1ccc(C)n1,-34%,6%,45%,0.4,-0.1%,-1.9%,2%,6%,0.1%,59
NC(=O)c1c(NC(=O)CSc2nnc(Cc3ccccc3)n2Cc2ccco2)sc2c1CCC2,6%,-2%,20%,11,0.5%,6.4%,1%,-7%,-0.1%,65
N#C/C(=C\c1c[nH]c2ccccc12)C(=O)NC1CCCC1,-22%,5%,0%,3.9,-0.2%,1.2%,-1%,8%,0.4%,67
O=C(c1cccn2c(=O)c3cc(Cl)ccc3nc12)N1CCN(Cc2ccc3c(c2)OCO3)CC1,-22%,3%,-26%,0.1,-0.2%,-1.4%,13%,9%,15%,79
O=C(Nc1ccccn1)C1CCN(S(=O)(=O)c2cccc3nonc23)CC1,-20%,-2%,7%,-0.8,-0.2%,11%,-1%,9%,0.1%,39
COCC(C)NC(=O)NC1(C(F)(F)F)Oc2ccc(Cl)cc2O1 (stereo not drawn),-2%,18%,-2%,-0.4,-0.1%,4.6%,1%,11%,1.8%,84
Cc1ccc(C(C)C)c(OCc2ccc(C(=O)N/N=C/c3ccc(O)c(O)c3)cc2)c1,-25%,7%,12%,1.3,1.2%,2.0%,9%,13%,0.1%[50 µM],55
Cn1cc(S(=O)(=O)NCc2ccc(Cl)cc2)c(=O)n(C)c1=O,-3%,4%,5%,1.0,-0.1%,-1.3%,-4%,13%,2.0%[50 µM],50
COc1ccc(N/C=C2\C(=O)c3c(sc(C)c3C)N(C)S2(=O)=O)cc1,-4%,8%,-30%,1.8,0.3%,-0.3%,-7%,7%,-0.6%,52
Cc1nn(CC(=O)Nc2sc3c(c2C#N)CCC(C(C)(C)C)C3)c(C)c1[N+](=O)[O-] (stereo not drawn),5%,7%,14%,7.1,0.2%,-3.6%,7%,-7%,3.9%,77
CC(C)C(=O)Nc1ccc(C(=O)N2CCCCCC2)cc1,5%,11%,-7%,-0.3,0.3%,1.1%,-12%,6%,0.1%,72

compound,NOD1 inhibition,GPR55 antagonists,KOR beta-arrestin-1,NTR1 agonist,GPR55 beta-arrestin,KOR beta-arrestin-2,GPR35 arrestin U2OS,Rac1 GTP hydrolysis,K1F lysis inhibition,NTR1 agonist cell count 20 µM
Cc1ncoc1C(=O)Nc1ncc([N+](=O)[O-])s1,-50%,10%,-12%,3.9,0.0%,-1.5%,-10%,4%,0.2%,60
CCc1ccc(S(=O)(=O)Nc2cc3c(cc2N2CCCCC2)n(C)c(=O)c(=O)n3C)cc1,-8%,2%,-14%,2.2,-0.1%,8.6%,8%,11%,-1.8%,65
Cc1oc(-c2ccccc2Cl)nc1CSCC(=O)N1CCCC1,26%,-26%,-18%,0.4,0.3%,0.0%,4%,4%,0.2%,74
COc1ccc(S(=O)(=O)N(C)CC(=O)Nc2ccc3c(c2)OCO3)cc1,-7%,6%,-15%,0.6,0.2%,2.2%,9%,5%,-0.1%,66
CCOc1ccc(CCNC(=O)CCc2nc(-c3ccc(C)cc3)no2)cc1OCC,-4%,-6%,-26%,0.1,-0.3%,3.3%,6%,14%,0.9%,60
CSC(=N/N=C(\N)c1cnccn1)SC,-4%,3%,-9%,-0.7,-0.3%,0.9%,13%,8%,4.8%,36
CC(C)CCn1c(O)c(N=NC(=O)Cn2ccc(C(F)(F)F)n2)c2ccccc21,-11%,-4%,13%,3.9,-0.2%,2.2%,-13%,6%,2.1%[50 µM],70
CCn1nnnc1NC(=O)c1ccc2ccccc2c1,-37%,13%,-26%,-0.5,-0.2%,2.0%,8%,8%,-0.1%,51
O=C(CCc1nc2ccccc2c(=O)[nH]1)N1CCN(c2ccc(F)cc2)CC1,-30%,-6%,14%,0.1,0.4%,-4.0%,10%,4%,-0.1%,80
COc1cc(/C=C2/SC(=O)N(Cc3ccccc3)C2=O)ccc1OCc1ccncc1,5%,-6%,24%,4.1,-0.1%,-2.2%,-4%,16%,1.7%,38
N#C/C(=C/c1cn(-c2ccccc2)nc1-c1cccc(OCc2ccccc2)c1)C(=O)NCCCn1ccnc1,-8%,9%,-37%,12,0.3%,1.6%,-10%,8%,0.1%,78
COc1ccc(-c2nc(CSCC(=O)N3CCC(C(N)=O)CC3)c(C)o2)cc1OC,-3%,0%,-55%,0.4,0.5%,-1.4%,7%,3%,-0.9%,48

compound,NOD1 inhibition,GPR55 antagonists,KOR beta-arrestin-1,NTR1 agonist,GPR55 beta-arrestin,KOR beta-arrestin-2,GPR35 arrestin U2OS,Rac1 GTP hydrolysis,K1F lysis inhibition,NTR1 agonist cell count 20 µM
Cc1ccc2nsnc2c1NC(=S)NC(=O)c1ccco1,-18%,10%,7%,0.5,-0.6%,1.8%,6%,7%,1.6%[50 µM],77
O=C(Nc1ccc(C(F)(F)F)cc1)C1CCCN1S(=O)(=O)c1cccc2cccnc12 (stereo not drawn),35%,3%,-8%,-0.6,0.3%,7.4%,-8%,9%,1.2%,88
CCC1(C)Cc2ccccc2-c2nc3n(c(=O)c21)CCCCC3 (stereo not drawn),-6%,11%,6%,3.7,0.3%,-1.3%,-8%,6%,5.5%,37
Cc1ccc(/C=N/NS(=O)(=O)c2ccccc2)o1,-40%,0%,17%,4.7,-0.2%,2.9%,1%,9%,1.3%[50 µM],65
FC(F)(F)c1cc(Nc2ccccc2)nc(-c2ccccn2)n1,0%,-6%,1%,2.2,0.0%,-3.8%,7%,8%,0.1%,83
O=C(NC1CCCCC1)C(c1ccccn1)N(C(=O)c1csnn1)C1CCCCC1 (stereo not drawn),-5%,15%,12%[20 µM],1.5,0.2%,.,-4%,6%,0.3%,53
COc1cc(CN2CCCC(C(=O)N3CCc4ccccc4C3)C2)cc(OC)c1OC (stereo not drawn),-26%,8%,-24%,0.9,-0.1%,1.0%,16%,31%,-0.1%,57
Cc1nn(-c2cc(N(S(C)(=O)=O)S(C)(=O)=O)c(Cl)cc2Cl)c(=O)n1C,-18%,6%,-32%,-0.2,-0.5%,0.1%,0%,8%,1.2%,53
O=C(O)CCN(CCC(=O)O)c1ccccc1,-6%,27%,19%,-6.9,0.0%,-5.6%,0%,3%,-0.8%,69
COc1ccc([N+](=O)[O-])cc1NC(=O)c1ccc(N2C(=O)CCC2=O)cc1,2%,-2%,3%,1.4,0.0%,-2.2%,-2%,15%,0.2%,70
CC1CN(S(=O)(=O)c2cn(C)c(=O)n(C)c2=O)CC(C)O1 (stereo not drawn),15%,0%,-16%,-1.6,-0.1%,5.2%,-6%,-6%,5.1%,67
COc1ccc(-c2cnnc(N/N=C/c3ccc(OC)c(OC)c3)n2)cc1,9%,1%,11%,3.8,-0.4%,-4.2%,6%,5%,2.2%[50 µM],65
CCN(CC)C(=O)C(=O)Nc1ccc(OCc2ccccc2)cc1,-48%,-6%,23%,1.7,-0.2%,-3.6%,6%,8%,0.1%,36

# The list is partial; count on the stated rates, not on these rows.
